12-LOX inh – ALOX12 (human) lipoxygenase inhibition. P18054. purified 12hLO, xylenol orange hydroperoxide absorbance. Potency, µM (series often up to 108 µM), for inactives: at the highest dose activity change, negative = inhibition, hits mostly inhibitors. hit rate 1.1% among 580,000. AID 1671190; also: potency is read from the fitted curve at half-maximal effect; % is scaled to controls: 0 for no effect and ±100 for the full control effect
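Hydroperoxide product was detected by ferrous iron/xylenol orange as the 573 to 405 nm absorbance ratio. Arachidonic acid at 40 uM (final) was turned over for 30 min at room temperature by 150 nM human 12hLO, pH 7.0 Hepes buffer, after 15 min compound preincubation.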
JMJD2A Tudor – JMJD2A Tudor domain (human) inhibition | AlphaScreen JMJD2A-Tudor / H3K4me3 peptide binding | Potency, µM (doses to about 114 µM), for the others: at the top dose activity change, negative = inhibition, hits mostly inhibitors | hit rate 4.4% among 390,000; also: potency is read from the fitted curve at half-maximal effect; % is scaled to controls: 0 for no effect and ±100 for the full control effect; nearly all actives have a fitted effect of over 50% in size
Target sequence (O75164 whole entry, looked up, the tested form may be a part): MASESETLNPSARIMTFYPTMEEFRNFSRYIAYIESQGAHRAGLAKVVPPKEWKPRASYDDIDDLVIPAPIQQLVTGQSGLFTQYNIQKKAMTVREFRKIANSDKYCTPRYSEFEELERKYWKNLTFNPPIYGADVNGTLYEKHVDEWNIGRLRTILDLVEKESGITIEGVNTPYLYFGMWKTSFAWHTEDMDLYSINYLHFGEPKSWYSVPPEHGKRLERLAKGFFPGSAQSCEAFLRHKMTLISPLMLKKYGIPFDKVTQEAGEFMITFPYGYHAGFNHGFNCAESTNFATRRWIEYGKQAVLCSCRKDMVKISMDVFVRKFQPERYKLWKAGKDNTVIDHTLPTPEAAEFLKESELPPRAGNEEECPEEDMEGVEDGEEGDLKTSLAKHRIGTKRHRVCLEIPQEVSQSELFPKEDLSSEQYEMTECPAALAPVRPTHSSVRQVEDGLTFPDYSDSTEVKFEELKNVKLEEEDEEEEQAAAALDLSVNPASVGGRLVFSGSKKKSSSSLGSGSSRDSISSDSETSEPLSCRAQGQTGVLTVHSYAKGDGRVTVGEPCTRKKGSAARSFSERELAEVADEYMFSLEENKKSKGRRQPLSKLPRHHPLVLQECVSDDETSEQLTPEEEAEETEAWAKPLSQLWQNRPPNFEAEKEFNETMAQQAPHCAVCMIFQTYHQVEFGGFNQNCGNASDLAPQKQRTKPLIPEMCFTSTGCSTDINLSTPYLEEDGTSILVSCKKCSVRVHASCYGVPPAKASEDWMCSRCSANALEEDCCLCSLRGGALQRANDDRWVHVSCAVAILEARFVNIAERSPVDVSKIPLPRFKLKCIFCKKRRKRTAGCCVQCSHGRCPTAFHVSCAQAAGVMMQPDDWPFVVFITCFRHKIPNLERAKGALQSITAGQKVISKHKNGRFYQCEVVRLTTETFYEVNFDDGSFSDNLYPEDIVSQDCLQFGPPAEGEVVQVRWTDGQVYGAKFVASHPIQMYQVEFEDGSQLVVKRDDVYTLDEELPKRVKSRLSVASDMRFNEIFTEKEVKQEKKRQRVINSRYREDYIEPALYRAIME
RGS4 inhibitor – blocks human RGS4-accelerated GTP hydrolysis. P49798. Transcreener GDP fluorescence polarization, RGS4-accelerated GTP hydrolysis. Potency, µM (highest dose often 114 µM), for the others: at the highest dose activity change, negative = inhibition, most hits filed as inhibitors. hit rate 0.039% among 390,000; also: potency is read from the fitted curve at half-maximal effect; % is scaled to controls: 0 for no effect and ±100 for the full control effect; nearly all actives have a fitted effect of over 75% in size; some results filed as inactive show a strong effect at the top dose
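MLSMR compounds (23 nl, pin-transferred) preincubated 10 min at room temperature with a 500nM (2x) first reagent, then RGS4 at 900nM (2x) plus Transcreener GDP mix added; fluorescence polarization (620/688 nm) read before and after 90 min at 30 °C.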
GLS inhibitor – blocks human kidney-isoform glutaminase activity; O94925; GLS enzymatic activity, qHTS titration; Potency, µM (titrated, usually from 45.5 µM), for inactives: at the top dose activity change, negative = inhibition, usual class: inhibitors; hit rate 0.21% among 410,000; AID 624170; also: potency is read from the fitted curve at half-maximal effect; % is scaled to controls: 0 for no effect and ±100 for the full control effect
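Glutamate formation by hKGA was monitored fluorometrically using coupled glutamate oxidase, HRP and Amplex Red. Substrate was added as 1 mM L-glutamine solution; incubation was 30 min at RT after an initial read.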
PI4K2A block – PI4K2A (human) kinase inhibition | Q9BTU6 | purified PI4K2A, ADP-Glo luminescence, 1 h; stronger effect = lower value | activity change, negative = inhibition, % at 76.9 µM | hit rate 0.13% among 420,000 | AID 1346378; in the data active = activity change below about -50%; inconclusive = mostly about -30% to -49%;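 also: -100% = wells without enzyme as full effect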
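ADP-Glo luminescence measured ADP generated by PI4K2A enzyme (4 ug/mL before mixing) with 1.2 mM PI substrate (pre-mix) and 300 microM ATP (pre-mix). Tris pH7.5 buffer with MgCl2, Triton X-100; 1 h reaction at ambient temperature.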
G9a block – blocks human histone lysine methyltransferase G9a | Potency, µM (highest dose often 102 µM), inactives show at the top dose activity, negative = inhibition, actives largely listed as inhibitors | G9a H3K9 monomethylation, AlphaScreen, 2 h | hit rate 8.8% among 350,000; also: potency is read from the fitted curve at half-maximal effect; % is scaled to controls: 0 for no effect and ±100 for the full control effect; nearly all actives have a fitted effect of over 75% in size
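Chemiluminescent proximity detection of H3K9 monomethylation, read after 10 min bead incubation in the dark. Reaction: 20 nM G9a, 500 nM biotin-H3K9 peptide, 20 uM SAM cofactor, 2 h, room temperature, following 15 min enzyme-compound preincubation.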
BAZ2B block – inhibitors of human BAZ2B bromodomain. hit rate 4.4% among 360,000. Potency, µM (highest dose often 114 µM), without a hit: at the highest dose activity change, negative = inhibition, hits mostly inhibitors. AlphaScreen BAZ2B-H3K14Ac peptide displacement. AID 504333. Q9UIF8; also: potency is read from the fitted curve at half-maximal effect; % is scaled to controls: 0 for no effect and ±100 for the full control effect; nearly all actives have a fitted effect of over 60% in size
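Protein-peptide AlphaScreen: BAZ2B 50 nM, b-H3K14Ac 50 nM, 1x PBS pH 7.4 + 0.01% Tween-20. Preincubation 30 min RT; cpd 30 min RT (top 110 uM); beads 20 min RT, light-protected.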
ERG Ets-DNA blk – ERG Ets/DNA interaction inhibition | P11308 | fluorescence polarization, His-ERG Ets domain / labelled DNA | Potency, µM (top dose mostly 76.9 µM), for inactives: top-dose FP activity, negative = inhibition, usual class: inhibitors | hit rate 0.028% among 370,000 | AID 624246; active = well fitted inhibition curve with a large enough effect in the polarisation, with a control signal flat; inconclusive = small, poorly fitted or top-dose-only effect, or effect the other way, or a change in a side signal; inactive = no such curve, though single readings can be large or run the other way; the % refers to the polarisation;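 also: polarization taken with two DNA probes labelled with fluorescein and Texas red; potency is read from the fitted curve at half-maximal effect; % of control where 0% means no effect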
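His-tagged ERG Ets domain (1 uM in the protein solution; 300mM KCl, 50mM Tris-HCl, 1mM EDTA, 1mM DTT, pH 7.5) received compound, then a probe mix of 5 nM fluorescein-DNA and 100nM Texas-615-DNA. Fluorescence polarization was read for both dyes.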
HP1b chromo inh – blocks HP1-beta chromodomain binding to methylated histone tails; hit rate 0.56% among 390,000; P83916; Potency, µM (titrated, usually from 114 µM), without a hit: at the top dose activity change, negative = inhibition, most hits filed as inhibitors; AID 540317; AlphaScreen HP1-beta / biotin-H3K9me3 peptide binding; also: potency is read from the fitted curve at half-maximal effect; nearly all actives have a fitted effect of over 70% in size; inactives centre near 23
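AlphaScreen: HP1-beta (50 nM) preformed 30 min with biotin-H3(1-18)K9me3 peptide (50 nM) in PBS pH 7.4, 0.01% Tween-20. Compound added for 30 min at RT, then streptavidin donor/nickel chelate acceptor beads (10 ug/mL) for 30 min.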
* = called active by the depositor; i = inactive; ? = inconclusive; · = no result given; & = joins results of further samples; [ ] = dose if it differs, or a comment. Unless noted, calls follow the shape of the dose curve; as a rule, active = well fitted curve in the direction sought with a large enough effect; inconclusive = small, poorly fitted or top-dose-only effect, or another doubt; inactive = no such curve, though single readings can be large; an effect the other way counts as inactive or inconclusive. Some of the compounds tested (hit frequency here may not be typical).

Fields – 12-LOX inh, JMJD2A Tudor, RGS4 inhibitor, GLS inhibitor, PI4K2A block, G9a block, BAZ2B block, ERG Ets-DNA blk, HP1b chromo inh
- O=C(NCCS(=O)(=O)N1CCN(c2ccccc2)CC1)C1CC(=O)N(c2ccccc2)C1 (stereo not drawn)
 : ?, -8%&-16%, 17%&-6%, 3%&-9%, -2&4, 97%&-12%[activator][59 µM], 20%&-3%, 16%&5%, 20%
- Cc1ccc(N(C(=O)CCC(=O)Nc2cc(C)on2)C(C(=O)NC2CCCC2)c2ccncc2)cc1 (stereo not drawn)
 : -3%, 9%, 13%, 6%, 0, 4%[59 µM], 3%, -2%, 24%
- CCOc1cccc(-c2c(C(=O)N/N=C/c3ccncc3)nnn2-c2nonc2N)c1
 : -17%, -9%, 32%[11.4 µM], 35%, 0, ·, -9%, -9%, 53%[activator]
- COc1ccc(OCCCN(C)Cc2ccccc2)cc1
 : ?, 25µM*, 41%, 4%, -5, 13µM*, ?, 11%, ?
- COc1ccc(C(C(=O)NC(C)(C)C)N(C(=O)CCC(=O)Nc2cc(C)on2)c2ccccc2F)cc1 (stereo not drawn)
 : ?, 2%, -32%, -5%, 1, 11%, -1%, -6%, 13%
- Cc1cc2oc(=O)cc(CN3CCN(Cc4ccccc4)CC3)c2cc1O
 : ?, -19%, 7%, 14%, -3, 23%, -8%, -8%, 42%
- CCN1CNC(=S)N(C(C)c2ccccc2)C1 (stereo not drawn)
 : -23%, -18%, 22%, 11%, -3, ?, 3%, -10%, 45%[activator]
- COc1ccc(C2CC3(CC(C)(C)NC(=S)N3)Oc3cc(O)cc(C)c32)cc1 (stereo not drawn)
 : ?, -35%, -12%, 10%, -1, -12%[59 µM], ?, -1%, -4%
- Cc1nn(Cc2c(Cl)cccc2Cl)c(C)c1NC(=O)/C=C/c1cnn(C)c1C
 : 13%, -3%, 6%, -5%, 0, 30%[12.7 µM], -31%, 4%, 17%
- COC(=O)CSc1nc(NC(C)C)nc(N(C)C)n1
 : 1%, 8%, 47%, -4%, 1, 18%[59 µM], -7%, -4%, 45%[activator]
- COCCN(C(=O)C1=COCCO1)c1c(N)n(Cc2ccccc2)c(=O)[nH]c1=O
 : i, -9%, -10%, 9%, 1, 3%, 0%, -3%, 14%
- CCC(C)n1c(=S)[nH]c2c(sc3ccc([N+](=O)[O-])cc32)c1=O (stereo not drawn)
 : ?, -32%, -27%, -3%, 1, ?, ?, -15%, -11%
- CCn1c(SCC(=O)c2ccc(OC)cc2)nnc1C1CC1
 : -19%, 100µM*, ?, 1%, -1, 15%[12.7 µM], 0%, 1%, -3%
- CCCCCn1nc(C(=O)N(CC)c2c(N)n(CCCC)c(=O)[nH]c2=O)c2ccccc2c1=O
 : ?, -14%, -1%, -10%, -1, ·, ·, 25%, 14%
- COc1ccccc1CNC(=O)c1ccccc1NC(=O)C1=C(C)OCCS1
 : -2%, ?, -2%, 5%, -7, ?, ?, 7%, -5%

Complete entries, quoted from the list. Order of values: 12-LOX inh, JMJD2A Tudor, RGS4 inhibitor, GLS inhibitor, PI4K2A block, G9a block, BAZ2B block, ERG Ets-DNA blk, HP1b chromo inh
COc1ccc(C(C(=O)NC(C)(C)C)N(C(=O)CCC(=O)Nc2cc(C)on2)c2ccccc2F)cc1 (stereo not drawn) across the screens: ?, 2%, -32%, -5%, 1, 11%, -1%, -6%, 13%
COC(=O)CSc1nc(NC(C)C)nc(N(C)C)n1 across the screens: 1%, 8%, 47%, -4%, 1, 18%[59 µM], -7%, -4%, 45%[activator]
CCC(C)n1c(=S)[nH]c2c(sc3ccc([N+](=O)[O-])cc32)c1=O (stereo not drawn) across the screens: ?, -32%, -27%, -3%, 1, ?, ?, -15%, -11%
Cc1cc2oc(=O)cc(CN3CCN(Cc4ccccc4)CC3)c2cc1O across the screens: ?, -19%, 7%, 14%, -3, 23%, -8%, -8%, 42%
CCCCCn1nc(C(=O)N(CC)c2c(N)n(CCCC)c(=O)[nH]c2=O)c2ccccc2c1=O across the screens: ?, -14%, -1%, -10%, -1, ·, ·, 25%, 14%

New compounds follow
Fields – 12-LOX inh, JMJD2A Tudor, RGS4 inhibitor, GLS inhibitor, PI4K2A block, G9a block, BAZ2B block, ERG Ets-DNA blk, HP1b chromo inh
- CCOC(=O)C1CCN(C(=O)Cn2cc(C#N)c3ccccc32)CC1
 : 0%, 5%, -5%, 9%, -4, -8%[59 µM], 8%, -4%, 43%
- CN=C1S/C(=C\c2ccc(N3CCOCC3)cc2C)C(=O)N1C
 : -22%, -12%, -16%, 9%, -5, -13%[59 µM], -4%, 8%, 13%
- CCOc1ccc(NC(=O)c2cnc(N3CCCC3)nc2C)cc1
 : -26%, -2%, 12%, -1%, 1, 22%[59 µM], -1%, -2%, 9%
- CCOc1ccc(N2CC(C(=O)NNC(=O)c3ccc(Br)cc3)CC2=O)cc1 (stereo not drawn)
 : -24%, -20%, -28%, 0%, -3, -26%[59 µM], -4%, ·, 22%
- CCCn1c(SCC(=O)NCc2ccc(OC)cc2)n[nH]c1=O
 : 14%, -18%, 18%, 3%, 2, 5%, -5%, 13%, 41%[activator]
- COCCn1c(NCc2ccco2)nc2c1c(=O)[nH]c(=O)n2C
 : 20%, -9%, 2%, 4%, 0, ·, 14%, 3%, 20%
- Cc1cc2c(ccc3[nH]onc32)n1
 : 0%, 23%[57.1 µM], 29%[11.4 µM], 17%, 5, -8%[0.0925 µM], 5%, 8%, 53%[activator]
- Clc1ccc(-c2noc(CCCOc3ccccc3)n2)cc1
 : ·, 241%[activator], 1%, 1%, -1, 384%[activator][59 µM], 176%[activator], 0%, 275%[activator]
- O=C(Nn1cc(C(=O)N2CCN(c3ccccc3F)CC2)c2ccccc2c1=O)c1cnccn1
 : -23%, 25µM*, 2%, -2%, -1, ·, 28µM*, -5%, 34%
- COC(=O)c1sc(-c2ccc(C(C)(C)C)cc2)cc1NC(=O)/C=C/C(=O)O
 : ?, -17%, ?, 14%, -9, -23%, -37%, -19%, 18%
- Cc1cccc(N2CCN(c3nc4ccc(C)cc4n4cnnc34)CC2C)c1 (stereo not drawn)
 : -10%, ?, 6%, 0%, 1, ?, ?, -2%, 0%
- O=C(NCc1ccccc1Cl)C1CCN(S(=O)(=O)Cc2ccccc2)CC1
 : -17%, -8%, 0%, -15%, 2, ?, -5%, -8%, 39%
- COc1ccc(-c2cc(C(=O)N3CCCCCC3)c3ccccc3n2)c(OC)c1
 : ?, -28%, -39%, -2%, -7, 40µM*, -34%, 11%, 18%
- COc1ccc(OC)c(NC(=O)CSc2nc(=O)n(Cc3ccccn3)c3c2CCC3)c1
 : -1%, -8%, -18%, 7%, 2, 10%[0.501 µM], 3%, 23%, 7%
- COc1ccc(-c2c(-c3cc(OC)cc(OC)c3)n(C)c3ccc(-c4cccc5[nH]ccc45)cc23)cc1
 : -12%, ?, 13%, 0%, -7, 1%[0.501 µM], 14%, 5%, 19%

Entries listed so far containing a thiophene ring, fused or not:
Fields – 12-LOX inh, JMJD2A Tudor, RGS4 inhibitor, GLS inhibitor, PI4K2A block, G9a block, BAZ2B block, ERG Ets-DNA blk, HP1b chromo inh
- CCC(C)n1c(=S)[nH]c2c(sc3ccc([N+](=O)[O-])cc32)c1=O (stereo not drawn)
 : ?, -32%, -27%, -3%, 1, ?, ?, -15%, -11%
- COC(=O)c1sc(-c2ccc(C(C)(C)C)cc2)cc1NC(=O)/C=C/C(=O)O
 : ?, -17%, ?, 14%, -9, -23%, -37%, -19%, 18%

(more compounds)
Fields – 12-LOX inh, JMJD2A Tudor, RGS4 inhibitor, GLS inhibitor, PI4K2A block, G9a block, BAZ2B block, ERG Ets-DNA blk, HP1b chromo inh
- Cc1ccc(C(CCNC(C)c2cccs2)c2ccco2)cc1 (stereo not drawn)
 : ?, -26%, 2%, -3%, 0, -2%, -29%, -10%[15.4 µM], 9%
- Cc1cccc(Nc2c([N+](=O)[O-])cc(C(=O)N3CC(=O)Nc4ccccc43)cc2[N+](=O)[O-])c1
 : -24%, ?, -9%, 17%, -3, 11µM*, ?, -22%, -16%
- CNC(=O)COc1ccc(Nc2nnc(C)c3ccccc23)cc1
 : 254%[activator], -12%, 12%, -14%, 4, 10%, 0%, 12%, 12%
- CCOC(=O)/C=c1\s/c(=C\c2c(OC)ccc3ccccc23)c(=O)n1CC(=O)NCC1CCCO1 (stereo not drawn)
 : 8%, -29%, 8%, -1%, -5, -23%[59 µM], -29%, -2%, -1%
- Cc1cc(C)c2cc(C(c3nnnn3C3CCCC3)N3CCOCC3)c(=O)[nH]c2c1 (stereo not drawn)
 : 0%, 3%, -10%, 1%, 7, -28%[59 µM], 11%, -3%, 28%
- CC(=O)Nc1cc(C(=O)N2CCN(C)CC2)ccc1Sc1ccc(C)cc1
 : 6%, 3%, -4%, -3%, 5, ?, 3%, 8%, 19%
- COc1ccc(-c2nnc(SCC(=O)Oc3cc(C)ccc3C)o2)cc1
 : -17%, -19%, 22%, -22%, 2, -6%[59 µM], -1%, -8%, 27%
- Cc1nn(-c2ccccc2)c2sc(C(=O)OCc3nnc(-c4ccccc4)o3)cc12
 : -3%, ?, -17%, 0%, -7, -5%[59 µM], -16%, -2%, 3%
- Cc1cccc(-c2nnc(SCC(=O)N3CCCC3)o2)c1
 : -8%, -6%, 5%, 5%, -7, 21%, -2%, -5%, 11%
